Assay outcomes as filed in PubChem BioAssay.
PTPN22 act = LYP (human) phosphatase activation; AID 697; activation, % at 2 µM; 96,000 tested, 0.11% active; recombinant LYP, DiFMUP fluorescence; 0 = plate median, 100 = signal doubled; Q9Y2R2;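 active = activation at 2 µM above a set limit, the mean plus 5 SD, cut at about 37% in these data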
Rev-RRE block = disrupts HIV-1 Rev binding to RRE RNA; Rev peptide-RRE RNA binding, FRET; inhibition, % at 8 µM; 97,000 tested, 0.79% active; AID 704;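 active = inhibition above the screen-wide mean plus 3 SD, cut at about 35% in these data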;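 also: 0% = median DMSO wells and 100% = median Neomycin B control wells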
Target sequence (P05866 whole entry, looked up): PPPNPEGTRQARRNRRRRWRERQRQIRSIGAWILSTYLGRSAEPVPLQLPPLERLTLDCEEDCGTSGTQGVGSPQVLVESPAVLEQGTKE
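Assay system: Rev peptide and RRE RNA, both fluorescently labelled; times: 5 min preincubation and 15 min binding, 25 °C; detection: FRET, ex 480 nm, em 540 and 671 nm; read-out basis: % inhibition from 671/540 nm acceptor-to-donor ratio, scaled between controls; benchmarks: DMSO low control, neomycin B high control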
PostGolgi ctrl = growth of the yeast control strain, post-Golgi counter-screen; inhibition, % at 10 µM; 98,000 tested, 5% active; efflux-deficient yeast background strain, growth absorbance A615, 16 h
S1P2 antag = antagonists of human S1P2 receptor; cell-based S1P2 antagonist assay, inhibition at 5 uM; inhibition, % at 5 µM; 97,000 tested, 0.21% active; AID 736; in the data active = inhibition above about 45%;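 also: CRE beta-lactamase reporter cells expressing human S1P2 stimulated with S1P; 0% = agonist at EC80 alone and 100% = agonist plus reference antagonist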
EphB4 antag = antagonists of human EphB4-ephrin-B2 interaction; inhibition, % at 7 µM; 97,000 tested, 0.15% active; EphB4 LBD / TNYL-RAW-Alexa532 peptide, fluorescence polarization; P54760;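 active = inhibition above the screen-wide mean inhibition plus 3 SD, cut at about 15% in these data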;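 also: 0% = DMSO wells and 100% = excess unlabeled TNYL-RAW peptide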
Target sequence (P54760 whole entry, looked up, the tested form may be a part): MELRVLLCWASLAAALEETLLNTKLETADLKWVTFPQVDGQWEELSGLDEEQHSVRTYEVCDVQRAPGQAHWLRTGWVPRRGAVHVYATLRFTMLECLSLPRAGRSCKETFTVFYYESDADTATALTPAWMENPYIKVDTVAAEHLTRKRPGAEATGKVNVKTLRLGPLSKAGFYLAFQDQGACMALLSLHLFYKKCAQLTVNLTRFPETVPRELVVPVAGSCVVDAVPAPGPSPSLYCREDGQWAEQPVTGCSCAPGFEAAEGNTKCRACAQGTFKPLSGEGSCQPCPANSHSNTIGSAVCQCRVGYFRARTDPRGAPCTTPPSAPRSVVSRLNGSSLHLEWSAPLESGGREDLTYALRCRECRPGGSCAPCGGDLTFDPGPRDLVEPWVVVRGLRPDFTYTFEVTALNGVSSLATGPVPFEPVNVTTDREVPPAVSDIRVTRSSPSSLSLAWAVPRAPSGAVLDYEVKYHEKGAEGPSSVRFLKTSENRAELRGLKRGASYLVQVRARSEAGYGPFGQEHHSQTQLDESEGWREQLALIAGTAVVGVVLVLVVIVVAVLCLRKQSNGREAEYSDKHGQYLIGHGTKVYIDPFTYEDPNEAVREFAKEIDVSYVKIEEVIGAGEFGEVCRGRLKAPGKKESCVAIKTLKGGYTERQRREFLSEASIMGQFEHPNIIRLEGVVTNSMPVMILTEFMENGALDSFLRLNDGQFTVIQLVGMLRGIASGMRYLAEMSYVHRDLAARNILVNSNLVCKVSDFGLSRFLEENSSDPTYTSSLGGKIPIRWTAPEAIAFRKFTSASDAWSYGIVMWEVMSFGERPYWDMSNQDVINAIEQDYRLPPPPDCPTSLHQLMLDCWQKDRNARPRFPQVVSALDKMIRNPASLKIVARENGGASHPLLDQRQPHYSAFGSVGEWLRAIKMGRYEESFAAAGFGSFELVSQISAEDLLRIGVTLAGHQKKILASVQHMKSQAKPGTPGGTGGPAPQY
PTPN22 inh 2 = blocks human PTPN22 phosphatase activity; Q9Y2R2; recombinant LYP catalytic domain, DiFMUP fluorescence; inhibition, % at 2 µM; 96,000 tested, 0.21% active;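 active = inhibition at 2 µM at or above a set limit, the screen mean plus 3 SD, cut at about 24% in these data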;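 also: 0% = DMSO with enzyme and 100% = enzyme fully blocked by orthovanadate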
PostGolgi yeast = growth inhibition of a yeast mutant, post-Golgi transport screen. post-Golgi transport phenotypic cell assay. inhibition, % at 10 µM. 98,000 tested, 0.9% active;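 also: yeast cells grown in 1536-well plates; yeast grown about 18 h at 30C before absorbance read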
FAK blocker = inhibitors of human focal adhesion kinase. Q05397. biochemical FAK kinase activity assay. inhibition, %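 (tested at 7 µM)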. 97,000 tested, 0.84% active; in the data active = inhibition above about 19%;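 also: 0% = DMSO and 100% = reference compound high control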
S1P2 ag = S1P2 (human) receptor agonism | activation, % at 4.5 µM | 97,000 tested, 0.46% active | S1P2-expressing cell line, agonist reporter read-out | O95136; in the data active = activation above about 16%;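 also: 0% = vehicle low control and 100% = maximal reference agonist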
Active calls of the source: *; · = not tested or not shown. Rule as the data show it, unless noted: active = inhibition above about 30%; inactive = the rest. Not a hit list; 7% or so of the library scored in one or more.

Each structure is followed by: PostGolgi yeast, Rev-RRE block, EphB4 antag, S1P2 antag, PTPN22 inh 2, FAK blocker, S1P2 ag, PTPN22 act, PostGolgi ctrl
> c1ccc(-c2nc(-c3cccs3)[nH]c2-c2ccccc2)cc1
    8, 2, -1, -16, 9, 6, 5, -4, 13
> COc1cc(NC(=O)c2cccs2)c(C(=O)OCC(=O)NC(=O)NCc2ccccc2)cc1OC
    0, -2, -1, -21, 5, -2, -1, -5, -2
> COc1ccc(C2C(C(C)=O)=C(O)C(=O)N2CCc2c[nH]c3ccccc23)cc1OC (stereo not drawn)
    -5, -1, 0, 26, 9, 3, -5, -11, 2
> Cc1ccc(S(=O)(=O)NCCC(=O)OCn2nnc3ccccc3c2=O)cc1
    1, 5, -5, -93, 3, 1, -4, 3, 12
> COc1ccc2nc(SCC(=O)Nc3ccc(S(=O)(=O)Nc4nccc(C)n4)cc3)[nH]c2c1
    -2, 3, -3, -8, -4, 8, 1, 4, 6
> CC1(CCc2ccc(O)cc2)NC(=O)NC1=O (stereo not drawn)
    -6, 4, 3, 1, -9, 1, -1, 8, -2
> C=CCC(O)(CCN1CCCCC1)c1ccccc1 (stereo not drawn)
    4, 9, -1, 0, -4, -3, -8, 4, 10
> CCOc1ccc(-n2c(=O)[nH]cc(C(=O)N3CCCc4ccccc43)c2=O)cc1
    3, 2, 5, 8, -3, -11, -2, 3, 7
> O=[N+]([O-])c1cccnc1N1CCOCC1
    5, 9, -2, 21, 2, 1, -6, -3, 0
> Fc1ccc(CSc2nnc(-c3cccnc3)n2Cc2ccco2)cc1
    12, 28, -2, 12, -3, -1, -2, 3, -6
> O=C(c1cc2ccccc2oc1=O)N1CCN(c2ccc(N3CCOCC3)nn2)CC1
    -10, 9, 2, 19, -1, -4, -4, 0, -4
> CCC(=O)Nc1ccccc1C(=O)N1CCCC1
    -1, 17, -5, 29, 2, -3, -2, -1, 8
> CC1CCN(S(=O)(=O)c2cccc(-c3csc(-c4cccnc4)n3)c2)CC1
    -7, 7, 9, -12, 8, 1, -5, -7, 9
> O=C(NCCCCCCCCCNC(=O)C(F)(F)F)C(F)(F)F
    -5, 3, 2, -11, -16, -9, -3, 20, 11
> COC(=O)c1[nH]nc2c1C(=O)N(Cc1ccccc1)C2=O
    -1, 7, 2, 6, -10, -2, -1, 9, 15
> CCC(CC)C(=O)Nc1nnc(-c2cccs2)s1
    14, 0, -7, 5, 0, -8, -11, 0, 8
> Cc1ccnc(NC(=O)CCC(=O)N(CC(=O)NCc2ccccc2)c2ccc3c(c2)OCO3)c1
    ·, 4, -3, -28, -3, 0, -5, 0, ·
> Fc1cccc(-n2ncc(-c3nnnn3-c3ccccc3)c2C(F)(F)F)c1
    ·, 8, 1, 0, 1, 11, -2, -2, ·
> O=C(Nc1ccc2c(c1)OCO2)C(c1ccccc1)N1CCC2(CC1)OCCO2 (stereo not drawn)
    12, 8, 4, 7, 6, 5, -4, -9, -2
> COc1ccc(OC)c(-c2nnc(SCC(=O)N3CCCc4ccccc43)o2)c1
    2, 4, 2, -6, -23, -2, 0, 22, 13
> O=C(NCc1ccc2c(c1)OCO2)c1ccc(COc2cc(Cl)ccc2Cl)o1
    -7, 6, -3, -5, 7, 1, -2, -9, 15
> CCOC(=O)c1ccc(NC(=O)NCc2ccn(CC)n2)cc1
    3, 3, 6, 7, -5, -1, 1, 4, 8
> COCCn1c(Cc2ccccc2)nnc1SCC(=O)NC(C)C
    -12, 5, -5, 2, -3, -3, -8, 2, -4
> CCOC(=O)C1CCN(CC(=O)c2c(C)[nH]c3cc(C)ccc23)CC1
    -3, 4, 6, 17, 7, 1, -3, -9, 12
> CCOC(=O)CSc1nc2c(sc(=S)n2CCc2ccccc2)c(=O)n1Cc1ccco1
    -3, 7, 10, 6, 13, 8, -1, -16, 11
> c1ccc(-c2cc(N3CCCCC3)ncn2)cc1
    16, -3, 3, 6, 0, -2, 0, -5, 9
> COCCn1c(-c2ccccc2F)n[nH]c1=S
    9, 3, -7, 2, 4, 0, -9, 0, -5
> CN(CCO)C(=O)c1cccc2c1-c1ccccc1C2=O
    -8, 10, -3, -6, -6, 6, 0, 6, -9
> Cc1nc(=O)cc(-c2ccccc2)n1-c1ccccc1
    3, 6, 1, -7, -2, -1, -5, 0, 2
> COc1ccc(CN(C(=O)CSc2nnc(-c3c[nH]c4ccccc34)o2)c2ccc(F)cc2)cc1OC
    ·, 0, 0, 32, -8, 1, 0, 7, ·

Ordered by molar mass (falling): some entries from above.
Each structure is followed by: PostGolgi yeast, Rev-RRE block, EphB4 antag, S1P2 antag, PTPN22 inh 2, FAK blocker, S1P2 ag, PTPN22 act, PostGolgi ctrl
> COc1ccc2nc(SCC(=O)Nc3ccc(S(=O)(=O)Nc4nccc(C)n4)cc3)[nH]c2c1
    -2, 3, -3, -8, -4, 8, 1, 4, 6
> COc1ccc(OC)c(-c2nnc(SCC(=O)N3CCCc4ccccc43)o2)c1
    2, 4, 2, -6, -23, -2, 0, 22, 13
> CCOC(=O)c1ccc(NC(=O)NCc2ccn(CC)n2)cc1
    3, 3, 6, 7, -5, -1, 1, 4, 8

Among those listed so far, these have a CF3 group:
Each structure is followed by: PostGolgi yeast, Rev-RRE block, EphB4 antag, S1P2 antag, PTPN22 inh 2, FAK blocker, S1P2 ag, PTPN22 act, PostGolgi ctrl
> O=C(NCCCCCCCCCNC(=O)C(F)(F)F)C(F)(F)F
    -5, 3, 2, -11, -16, -9, -3, 20, 11
> Fc1cccc(-n2ncc(-c3nnnn3-c3ccccc3)c2C(F)(F)F)c1
    ·, 8, 1, 0, 1, 11, -2, -2, ·

Next records.
Each structure is followed by: PostGolgi yeast, Rev-RRE block, EphB4 antag, S1P2 antag, PTPN22 inh 2, FAK blocker, S1P2 ag, PTPN22 act, PostGolgi ctrl
> O=C(Nc1ccc(CN2CCOCC2)cc1)c1cccc(F)c1
    -1, 11, 13, 12, 3, 0, -9, -3, 3
> COc1ccccc1NC(=O)c1c(NC(=O)c2ccco2)sc2c1CCC2
    5, 6, 7, 1, 0, -3, -5, 1, 21
> Cc1cc(Br)ccc1NC(=O)CCN1C(=O)c2ccncc2C1=O
    9, 5, -4, 10, -5, 1, -6, 2, 33*
> COc1ccccc1-c1c(C(F)(F)F)oc2cc(OC(=O)c3ccccc3[N+](=O)[O-])ccc2c1=O
    4, 4, -4, -7, -4, 1, -3, 3, 31*
> COC(=O)c1cn(CC(=O)NC2CCCCCC2)c2ccccc12
    ·, 7, 2, -7, -5, -3, -12, 6, ·
> CC(C)OC(=O)CSc1nc2ncc(Cl)cc2[nH]1
    -18, 11, -4, -2, -27, 2, -9, 27, 7
> c1cncc(-c2nn3cnnc3s2)c1
    3, 3, 4, 5, -8, -3, -1, 7, 4
> O=C(CN1CCN(C2CCCCC2)CC1)Nc1ccccc1-c1ccccc1
    -2, 4, -1, 25, 9, -2, -6, -11, 5
> N#Cc1sc2nc(-c3cccs3)cc(-c3ccccc3)c2c1N
    11, 20, 5, 21, 6, 15, -6, -4, 17
> COc1ccc(Cc2noc(-c3ccc(C)cc3)n2)cc1
    -7, 13, -4, 27, -2, -1, -1, 0, 6
> Cc1ccc(N/C(N)=N/c2nc3c(c(=O)[nH]2)CCCC3)c(C)c1
    6, 13, 0, 11, 0, -7, 3, 2, 12
> O=C(NC1C=CS(=O)(=O)C1)c1sc2ccccc2c1Cl (stereo not drawn)
    0, 3, -4, -10, -2, 1, -1, 2, 1
> COc1cccc(CNc2cc(CSc3ccc(Cl)cc3)nc(C)n2)c1
    6, 12, 9, -9, -6, 2, -7, 8, 25
> COC(=O)C1(CCSC)NC(c2ccccc2OC)C2C(=O)N(C)C(=O)C21 (stereo not drawn)
    24, 9, 1, 21, -3, 0, -2, 1, 19
> Cc1nc2ccccc2c(=O)n1C1CCCCCC1
    -2, -3, -6, -4, -1, -4, -3, 2, 5
> CC(C)C(=O)N(Cc1cc2ccccc2[nH]c1=O)C(C)(C)C
    9, 0, -6, -6, -7, -6, -6, 6, 0
> COc1ccc(/C=C/C(=O)c2ccc[nH]2)c(OC)c1OC
    ·, 2, -3, -14, 10, 12, -5, -9, ·
> Cn1ccnc1SC(=O)N1c2ccccc2Sc2ccccc21
    -3, -2, 3, -11, -1, 1, -2, -2, 22
> COc1ccc2c(c1)[nH]c1c(=O)n(Cc3ccccn3)cnc12
    -1, 7, -1, -15, 7, -1, -5, -6, 9
> COc1ccc(/C=C(/C#N)C(=O)Nc2cc(C)ccc2C)cc1C(=O)O
    -2, 9, 4, 22, -6, -4, -4, 11, 5
> CCOC(=O)c1ccc(NC(=O)Nc2ccc(F)cc2)cc1
    -2, 16, 7, 19, 6, -2, 22*, -4, 6
> NC(=O)C1CCN(C(=O)c2ccc(-c3ccccc3)cc2)CC1
    -5, 12, 2, -19, 2, -4, -1, 1, 7
> Cc1ccc(NC(=O)CC2C(=O)NC3CCCCC3N2C(=O)c2ccc(F)cc2)cc1C (stereo not drawn)
    -4, 6, 1, -15, -5, 0, 0, 4, 0
> O=C(NCc1ccc(F)cc1)C1CCC(=O)N1CCc1ccccc1 (stereo not drawn)
    7, 0, -7, 9, -11, 1, -4, 8, 5
> CC(=O)Nc1nnc(C)s1
    4, 6, -2, 14, 4, 0, -4, -6, -5
> CN1CCN(C(=O)c2ccccc2N(Cc2ccccc2)S(C)(=O)=O)CC1
    -6, 4, 2, -17, 1, 0, -3, 2, 8
> OCCCCNc1cccc2ccccc12
    0, 6, -7, 13, -4, 1, -1, 1, 2
> Cc1nnc(NC(=O)Cn2cnc3c2c(=O)n(C)c(=O)n3C)s1
    ·, 2, -2, -7, 4, 0, -2, -5, ·
> On1c2c(c3c4nonc4ccc31)CCCC2
    ·, 15, -2, -23, -1, 1, -6, 1, ·
> CC1Cc2ccccc2N1C(=O)COC(=O)c1cccnc1Cl (stereo not drawn)
    -1, 4, 3, 3, -14, 3, -8, 17, 1

A different layout for 2 compounds above:
| molecule | PostGolgi yeast | Rev-RRE block | EphB4 antag | S1P2 antag | PTPN22 inh 2 | FAK blocker | S1P2 ag | PTPN22 act | PostGolgi ctrl |
| --- | --- | --- | --- | --- | --- | --- | --- | --- | --- |
| COc1ccc(Cc2noc(-c3ccc(C)cc3)n2)cc1 | -7 | 13 | -4 | 27 | -2 | -1 | -1 | 0 | 6 |
| Cc1ccc(N/C(N)=N/c2nc3c(c(=O)[nH]2)CCCC3)c(C)c1 | 6 | 13 | 0 | 11 | 0 | -7 | 3 | 2 | 12 |

Remaining list, next part:
Each structure is followed by: PostGolgi yeast, Rev-RRE block, EphB4 antag, S1P2 antag, PTPN22 inh 2, FAK blocker, S1P2 ag, PTPN22 act, PostGolgi ctrl
> COC(=O)c1ccc(CSc2nnc(Nc3cccc(OC)c3)s2)o1
    -6, 0, -6, 3, -14, -2, -6, 18, 14
> Cc1c(Nc2nc3ccccc3nc2NS(=O)(=O)c2ccccc2)c(=O)n(-c2ccccc2)n1C
    10, 2, -9, -2, 0, -2, 2, -3, 8
> COc1ccc(NC(=O)CSc2nc3ccccc3c(=O)n2CCC(=O)N2CCCCC2)cc1
    -11, 4, 0, 5, -1, 1, -6, -2, 1
> CCOc1ccc(/C(O)=C2/C(=O)C(=O)N(CCCn3ccnc3)C2c2cccs2)cc1Cl (stereo not drawn)
    6, -1, -14, -20, -12, -6, -2, 16, 4

For reference, two of the compounds above:
Each structure is followed by: PostGolgi yeast, Rev-RRE block, EphB4 antag, S1P2 antag, PTPN22 inh 2, FAK blocker, S1P2 ag, PTPN22 act, PostGolgi ctrl
> COC(=O)c1ccc(CSc2nnc(Nc3cccc(OC)c3)s2)o1
    -6, 0, -6, 3, -14, -2, -6, 18, 14
> Cc1c(Nc2nc3ccccc3nc2NS(=O)(=O)c2ccccc2)c(=O)n(-c2ccccc2)n1C
    10, 2, -9, -2, 0, -2, 2, -3, 8
